14-3-3 PPI – 14-3-3 gamma protein interaction modulation; P61981; FP, 14-3-3gamma / TMR-pS259-Raf peptide binding; inhibition, % at 40 µM; 160,000 compounds, 0.19% hits; AID 422; in the data active = inhibition above about 30%;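 also: 0% = protein plus tracer without compound and 100% = blank with tracer alone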
Target sequence (P61981 whole entry, looked up): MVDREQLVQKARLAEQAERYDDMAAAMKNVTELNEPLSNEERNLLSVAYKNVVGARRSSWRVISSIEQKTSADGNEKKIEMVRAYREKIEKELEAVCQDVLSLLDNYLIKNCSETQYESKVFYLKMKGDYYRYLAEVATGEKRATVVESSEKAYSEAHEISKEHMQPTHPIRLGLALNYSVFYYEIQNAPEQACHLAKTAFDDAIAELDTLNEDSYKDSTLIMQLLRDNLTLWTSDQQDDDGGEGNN
An asterisk follows results filed as active; & = joins results of further samples. Not all compounds are listed; the hit share may differ from the screen's.

What do the screens show for `COc1ccc(C2=CC(c3ccccc3Cl)n3ncnc3N2)cc1OC` (configuration not stated)?
14-3-3 PPI: -1

How did O=C(N1CCN=C1SCc1ccccc1F)C12CC3CC(CC(C3)C1)C2 do in these assays?
14-3-3 PPI: -1

What do the screens show for `CNC(=O)c1nn(C)cc1[N+](=O)[O-]`?
14-3-3 PPI: 6

Results for COc1ccc(C)cc1NC(=O)C1CC(=O)OC12CCCCC2 (configuration not stated) ?
14-3-3 PPI: -4

Results for c1c(C23CC4CC(CC(C4)C2)C3)nc2nc3c(nn12)CCCC3 ?
14-3-3 PPI: -11

Results for O=C(NCc1ccc(Cl)cc1)C1CCN(S(=O)(=O)c2cccc3nonc23)CC1 ?
14-3-3 PPI: -25

How did Cc1cc(C)c(C#N)c(SCC(=O)c2ccc(Br)cc2)n1 do in these assays?
14-3-3 PPI: -13

What do the screens show for `O=C(CSC1CC(=O)N(c2ccc(C(=O)O)cc2)C1=O)Nc1cccc(F)c1` (configuration not stated)?
14-3-3 PPI: -6

What do the screens show for `CCn1c2c(c3cc(Oc4ccccc4)ccc31)CCCC2=O`?
14-3-3 PPI: -11

How did CCOC(=O)c1[nH]c2cc3c(cc2c1NC(=O)CN1CC(C)CC(C)C1)OCO3 (configuration not stated) do in these assays?
14-3-3 PPI: 2

Results for CCOC(=O)c1c(NC(=O)Nc2cccc(Cl)c2)sc2c1CCCC2 ?
14-3-3 PPI: -2

How did COc1cccc2c1C(=O)c1c(O)c3c(c(O)c1C2=O)C[C@@](O)(C(C)=O)C[C@@H]3O[C@H]1C[C@H](N)[C@H](O)[C@H](C)O1 do in these assays?
14-3-3 PPI: -4

Results for COc1ccc(C2Nc3ccccc3C(=O)N2Cc2ccccc2)cc1COc1ccc([N+](=O)[O-])c(C)c1 (configuration not stated) ?
14-3-3 PPI: -6

What do the screens show for `CCOc1ccc(NS(=O)(=O)c2ccc(OCC(=O)N3CCCC3)cc2)cc1`?
14-3-3 PPI: -4

Results for O=C1CN(C(=O)CCCc2c[nH]c3ccccc23)c2ccccc2N1 ?
14-3-3 PPI: -17

The last 5 entries of the section above are carried over, then new ones follow.
Results for CCOC(=O)c1c(NC(=O)Nc2cccc(Cl)c2)sc2c1CCCC2 ?
14-3-3 PPI: -2

How did COc1cccc2c1C(=O)c1c(O)c3c(c(O)c1C2=O)C[C@@](O)(C(C)=O)C[C@@H]3O[C@H]1C[C@H](N)[C@H](O)[C@H](C)O1 do in these assays?
14-3-3 PPI: -4

Results for COc1ccc(C2Nc3ccccc3C(=O)N2Cc2ccccc2)cc1COc1ccc([N+](=O)[O-])c(C)c1 (configuration not stated) ?
14-3-3 PPI: -6

What do the screens show for `CCOc1ccc(NS(=O)(=O)c2ccc(OCC(=O)N3CCCC3)cc2)cc1`?
14-3-3 PPI: -4

Results for O=C1CN(C(=O)CCCc2c[nH]c3ccccc23)c2ccccc2N1 ?
14-3-3 PPI: -17

How did O=C(c1cc(-n2cnnc2)ccc1Cl)N1CCN(c2nc(-c3ccccc3)cs2)CC1 do in these assays?
14-3-3 PPI: -1

How did O=C(CSc1ncnc2sc(-c3ccccc3)cc12)NCCc1ccccc1 do in these assays?
14-3-3 PPI: 3

How did CN(c1ccccc1)S(=O)(=O)c1cccc2nonc12 do in these assays?
14-3-3 PPI: 3

Results for COc1ccc(C)cc1NC(=O)CCCN1C(=O)c2cccnc2C1=O ?
14-3-3 PPI: -52

What do the screens show for `COc1cccc(NC(=O)C(=O)NCCCn2ccnc2)c1`?
14-3-3 PPI: 1

Results for CC(=O)N1CCc2cc(S(=O)(=O)Nc3ccc4c(c3)OCCO4)ccc21 ?
14-3-3 PPI: -7

What do the screens show for `O=c1cc(-c2ccccc2)nc(SCCOc2ccc(Cl)cc2)[nH]1`?
14-3-3 PPI: -2

Results for COC(=O)CN(n1cnnc1)S(=O)(=O)c1ccc(C)cc1 ?
14-3-3 PPI: -6

How did COc1ccc(Nc2ncc(C(=O)N3CCN(Cc4ccccc4)CC3)c3ccccc23)cc1 do in these assays?
14-3-3 PPI: -11

How did CC1=C(C)CC(C(=O)N2CCN(Cc3ccccc3)CC2)C(C(=O)O)C1 (configuration not stated) do in these assays?
14-3-3 PPI: -4

How did COc1ccc(C2NC(=O)c3ccccc3O2)c(OC)c1OC (configuration not stated) do in these assays?
14-3-3 PPI: 0

Results for Cc1nn(C)c(C)c1S(=O)(=O)N1CCc2ccccc21 ?
14-3-3 PPI: 5&-22

What do the screens show for `Cc1nn(-c2ccccc2)c(Cl)c1C(=O)Nc1ccc(C)c2cccnc12`?
14-3-3 PPI: -5

Results for Cc1cc(C)cc(Oc2c(C(F)(F)F)oc3cc(OC(=O)c4ccco4)ccc3c2=O)c1 ?
14-3-3 PPI: -11

What do the screens show for `CCOC(=O)c1cnc2c(C#N)cnn2c1-c1ccccc1`?
14-3-3 PPI: 0

How did O=C1c2cccc([N+](=O)[O-])c2C(=O)N1CCCCCCCN1C(=O)c2cccc([N+](=O)[O-])c2C1=O do in these assays?
14-3-3 PPI: -22

What do the screens show for `Cc1cc(Nc2ccccc2)nc2ccccc12`?
14-3-3 PPI: -9

What do the screens show for `CC1CCC(NC(=O)C2CCN(c3cnccn3)CC2)CC1` (configuration not stated)?
14-3-3 PPI: 4

How did Cn1nc(CC(=O)NC2CCCCCC2)c2ccccc2c1=O do in these assays?
14-3-3 PPI: -3

What do the screens show for `CCOc1ccc(NC(=O)c2cc(S(=O)(=O)N(C)Cc3ccccc3)ccc2F)cc1`?
14-3-3 PPI: -7

What do the screens show for `COCc1cc(C)nc(Nc2ccc(C)cc2C)c1C#N`?
14-3-3 PPI: -14

How did O=S(=O)(c1ccc2ccccc2c1)N1CCN(Cc2c[nH]c3ccccc23)CC1 do in these assays?
14-3-3 PPI: -10

What do the screens show for `C=CCn1cnc2c(c1=O)c1nc3ccccc3nc1n2Cc1ccccc1`?
14-3-3 PPI: 4

How did O=C(CCCN1CCOCC1)c1ccc2c(c1)OCCO2 do in these assays?
14-3-3 PPI: -1

How did O=C(Nc1ccc(Oc2ccc(C(=O)O)c(C(=O)O)c2)cc1)c1ccc2c(c1)C(=O)N(c1ccccc1)C2=O do in these assays?
14-3-3 PPI: -4

What do the screens show for `Cc1ccc(C)c(C(=O)CC2(O)C(=O)N(C)c3ccccc32)c1` (configuration not stated)?
14-3-3 PPI: -2

What do the screens show for `CCOc1nc(N(C)C)nc(-n2nnc(C(C)=O)c2C)n1`?
14-3-3 PPI: -4

How did CCCCCCCCCCCCCCCCOCC(COCC(F)(F)F)OP(=O)(O)OCO (configuration not stated) do in these assays?
14-3-3 PPI: -4

How did Cn1c(COc2ccccc2)nnc1SCC(=O)NCc1ccccc1 do in these assays?
14-3-3 PPI: -1

Results for c1ccc2c(c1)NC1(CCCCCC1)S2 ?
14-3-3 PPI: -23

Results for CC(C)(C#CCCCCC#CC(C)(C)N1CCCC1)N1CCCC1 ?
14-3-3 PPI: -3

What do the screens show for `N#C/C(C(=O)c1ccccc1)=C1/CCCN1`?
14-3-3 PPI: -1

Results for Cc1ccc(-n2nc3c(c2NC(=O)c2ccccc2[N+](=O)[O-])CS(=O)(=O)C3)cc1 ?
14-3-3 PPI: -4

How did CN(C)CCCNS(=O)(=O)c1ccc(F)cc1 do in these assays?
14-3-3 PPI: 8

What do the screens show for `CCCc1nc2oc3c(NCCN(C)C)ncnc3c2c2c1CCCC2`?
14-3-3 PPI: -5

How did Cc1cc(C)n(-c2nc3ccccc3[nH]c2=O)n1 do in these assays?
14-3-3 PPI: -2&0

Results for O=[N+]([O-])c1ccc(CSc2nnc3c(n2)[nH]c2ccccc23)cc1 ?
14-3-3 PPI: -2

Results for CCc1ccccc1Nc1cc(C(=O)NCc2ccccc2OC)c2ccccc2n1 ?
14-3-3 PPI: -13

How did Cc1ccc(Cn2ccc(NC(=O)c3cc(-c4ccc(Cl)cc4)on3)n2)cc1 do in these assays?
14-3-3 PPI: 4

How did CCOc1ccc(NS(=O)(=O)c2ccc3[nH]c(=O)c(=O)[nH]c3c2)cc1 do in these assays?
14-3-3 PPI: -30

How did Cc1ccc(-c2cn(-c3cccc(Cl)c3)c(=S)[nH]2)cc1 do in these assays?
14-3-3 PPI: -17

Results for CCOC(=O)CSC1=NC(=O)CS1 ?
14-3-3 PPI: -22&-138

Results for COC(=O)CCCC(=O)Nc1ccc(Cl)c(Cl)c1 ?
14-3-3 PPI: -2

How did Cn1cc(C(=O)NCc2cccs2)c2c3ccccc3n(C)c2c1=O do in these assays?
14-3-3 PPI: -8

What do the screens show for `Cn1c(=O)c2cc(S(=O)(=O)Nc3ccc(Br)cc3)ccc2n(C)c1=O`?
14-3-3 PPI: -3

The final 3 records of the section before come first, to join the parts:
Results for COC(=O)CCCC(=O)Nc1ccc(Cl)c(Cl)c1 ?
14-3-3 PPI: -2

How did Cn1cc(C(=O)NCc2cccs2)c2c3ccccc3n(C)c2c1=O do in these assays?
14-3-3 PPI: -8

What do the screens show for `Cn1c(=O)c2cc(S(=O)(=O)Nc3ccc(Br)cc3)ccc2n(C)c1=O`?
14-3-3 PPI: -3

What do the screens show for `CCN1C(=O)C2(C(C#N)=C(N)Oc3n[nH]c(C(C)C)c32)c2ccccc21` (configuration not stated)?
14-3-3 PPI: -1

Results for O=c1c2ccccc2nc2n1CCc1c-2[nH]c2ccccc12 ?
14-3-3 PPI: 2

Results for COc1ccc(N2CCN(C(=O)CCC3Nc4c5ccccc5nc(=S)n4C3=O)CC2)cc1 (configuration not stated) ?
14-3-3 PPI: -10

Results for CC(C)CCOC(=O)C(C)Oc1ccc2c(=O)c(Oc3ccccc3Br)coc2c1 (configuration not stated) ?
14-3-3 PPI: -7

How did Cc1noc(C)c1S(=O)(=O)N1CCCC(C(=O)Nc2nccs2)C1 (configuration not stated) do in these assays?
14-3-3 PPI: -5

How did COC(=O)C1(c2ccccc2)NC(c2cccs2)C2C(=O)N(C)C(=O)C21 (configuration not stated) do in these assays?
14-3-3 PPI: -12

What do the screens show for `CC1CCN(C(=O)c2c[nH]c3ccc(S(=O)(=O)N4CCN(C)CC4)cc3c2=O)CC1`?
14-3-3 PPI: -3

How did CCc1ccc(OCC2c3cc(OC)c(OC)cc3CCN2C(=O)C(C)C)cc1 (configuration not stated) do in these assays?
14-3-3 PPI: 2

Results for O=C(Nc1ccc(O)cc1)c1cc(S(=O)(=O)N2CCOCC2)ccc1Cl ?
14-3-3 PPI: 4

Results for COCCOC(=O)C1=C(C)NC2=C(C(=O)CC(c3ccccc3OC)C2)C1c1ccc(Cl)cc1 (configuration not stated) ?
14-3-3 PPI: -1

How did CCC(=O)Nc1ccc2c(c1)nc(CCN1CCN(C)CC1)n2C do in these assays?
14-3-3 PPI: -4

How did CCOC(=O)c1cnc2c(C#N)cnn2c1C do in these assays?
14-3-3 PPI: 141*

How did CCn1c(=O)n(CC(=O)NC2CCCC(C)C2C)c(=O)c2ccccc21 (configuration not stated) do in these assays?
14-3-3 PPI: -2&-2

How did CC(Oc1ccccc1)C(=O)O (configuration not stated) do in these assays?
14-3-3 PPI: 13

What do the screens show for `CC(C)c1ccc(-c2cc(C(=O)N3CCN(c4ncccn4)CC3)c3cc(Br)ccc3n2)cc1`?
14-3-3 PPI: -14

3 records picked at random from the list so far, as already listed:
How did CCc1ccc(OCC2c3cc(OC)c(OC)cc3CCN2C(=O)C(C)C)cc1 (configuration not stated) do in these assays?
14-3-3 PPI: 2

How did CCn1c(=O)n(CC(=O)NC2CCCC(C)C2C)c(=O)c2ccccc21 (configuration not stated) do in these assays?
14-3-3 PPI: -2&-2

What do the screens show for `CCN1C(=O)C2(C(C#N)=C(N)Oc3n[nH]c(C(C)C)c32)c2ccccc21` (configuration not stated)?
14-3-3 PPI: -1

At a glance, five of the compounds above:
How did CCOC(=O)c1[nH]c2cc3c(cc2c1NC(=O)CN1CC(C)CC(C)C1)OCO3 (configuration not stated) do in these assays?
14-3-3 PPI: 2

Results for CCOC(=O)c1c(NC(=O)Nc2cccc(Cl)c2)sc2c1CCCC2 ?
14-3-3 PPI: -2

How did COc1cccc2c1C(=O)c1c(O)c3c(c(O)c1C2=O)C[C@@](O)(C(C)=O)C[C@@H]3O[C@H]1C[C@H](N)[C@H](O)[C@H](C)O1 do in these assays?
14-3-3 PPI: -4

Results for COc1ccc(C2Nc3ccccc3C(=O)N2Cc2ccccc2)cc1COc1ccc([N+](=O)[O-])c(C)c1 (configuration not stated) ?
14-3-3 PPI: -6

What do the screens show for `CCOc1ccc(NS(=O)(=O)c2ccc(OCC(=O)N3CCCC3)cc2)cc1`?
14-3-3 PPI: -4

(further entries)
How did CC1CC(=O)C2=C(C1)c1c(ccc3ccccc13)NC2c1ccc(Br)cc1 (configuration not stated) do in these assays?
14-3-3 PPI: -10

How did O=C(Nc1cc(C(=O)N2CC=C(c3ccccc3)CC2)ccc1N1CC2CC(C1)c1cccc(=O)n1C2)c1cccc(C(F)(F)F)c1 (configuration not stated) do in these assays?
14-3-3 PPI: -9

Results for COc1ccc(S(=O)(=O)N2CCC(C(=O)NCc3ccc(Cl)cc3)CC2)cc1 ?
14-3-3 PPI: -3

How did COc1cccc(NC(=O)CCNS(=O)(=O)c2ccc(Br)s2)c1 do in these assays?
14-3-3 PPI: -10

How did O=C(CN1C(=O)NC2(CCCC2)C1=O)N1CCN(C(=O)c2ccco2)CC1 do in these assays?
14-3-3 PPI: 5

How did Cc1ccc2c(c1)N(CCC(=O)NCCCN1CCCC1)C(=O)CO2 do in these assays?
14-3-3 PPI: -2

Results for CCC(=O)N1CCc2cc(Br)cc(S(=O)(=O)N3CCN(c4cccc(C)c4C)CC3)c21 ?
14-3-3 PPI: -7

Results for N#CC1C(=O)NC(=O)C(C(N)=S)C12CCCCC2 (configuration not stated) ?
14-3-3 PPI: 0

What do the screens show for `O=C(NCc1ccco1)C(c1ccco1)N(CCc1ccccc1)C(=O)Cn1nnc2ccccc21` (configuration not stated)?
14-3-3 PPI: -12

Results for Cn1c(CCCNC(=O)C(C)(C)C)nc2ccccc21 ?
14-3-3 PPI: 0

What do the screens show for `CN(C)c1ccc(C2CC(c3ccc(F)cc3)=NN2c2ccccc2)cc1` (configuration not stated)?
14-3-3 PPI: -6

Results for COc1cccc(OC)c1OCCCn1c(-c2ccc(Br)cc2)nc2ccccc2c1=O ?
14-3-3 PPI: -6

What do the screens show for `Cc1cc(C)nc(NC(N)=NC(C)c2ccccc2)n1` (configuration not stated)?
14-3-3 PPI: 1

How did COc1ccc(NC(=NS(=O)(=O)c2ccc(C)cc2)c2ccc(Cl)cc2)cc1 do in these assays?
14-3-3 PPI: -6

Results for CCOc1ccc(NC(=O)Cn2nnc(-c3ccccc3NC(=O)CC)n2)cc1 ?
14-3-3 PPI: -8

Assay outcomes as filed in PubChem.
